Screens (PubChem BioAssay)
FAK inh = inhibitors of human focal adhesion kinase | Q05397 | biochemical FAK kinase activity assay | inhibition, %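 (tested at 7 µM)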 | hit rate 0.84% among 97,000; in the data active = inhibition above about 19%;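 also: 0% = DMSO and 100% = reference compound high control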
Plk1 PBD FP = Plk1 (human) PBD binding inhibition | inhibition, %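 (tested at about 20 µM)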 | AID 693 | hit rate 0.13% among 97,000 | Plk1 PBD phosphopeptide binding, fluorescence polarization; in the data active = inhibition above about 34%, passing the limit was not always enough
CD11b adhes enh = CD11b/CD18-fibrinogen binding enhancement; P05107+P11215; K562 CD11b/CD18 adhesion to fibrinogen, ATPlite luminescence; activation, % at 10 µM; hit rate 0.07% among 93,000; AID 1499;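 active = 10 µM primary screen giving 50% or more activity, confirmed by 40% or more on retest at that dose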; also: strong numbers were not always called active
Target sequence (P05107 whole entry, looked up, other chains not shown): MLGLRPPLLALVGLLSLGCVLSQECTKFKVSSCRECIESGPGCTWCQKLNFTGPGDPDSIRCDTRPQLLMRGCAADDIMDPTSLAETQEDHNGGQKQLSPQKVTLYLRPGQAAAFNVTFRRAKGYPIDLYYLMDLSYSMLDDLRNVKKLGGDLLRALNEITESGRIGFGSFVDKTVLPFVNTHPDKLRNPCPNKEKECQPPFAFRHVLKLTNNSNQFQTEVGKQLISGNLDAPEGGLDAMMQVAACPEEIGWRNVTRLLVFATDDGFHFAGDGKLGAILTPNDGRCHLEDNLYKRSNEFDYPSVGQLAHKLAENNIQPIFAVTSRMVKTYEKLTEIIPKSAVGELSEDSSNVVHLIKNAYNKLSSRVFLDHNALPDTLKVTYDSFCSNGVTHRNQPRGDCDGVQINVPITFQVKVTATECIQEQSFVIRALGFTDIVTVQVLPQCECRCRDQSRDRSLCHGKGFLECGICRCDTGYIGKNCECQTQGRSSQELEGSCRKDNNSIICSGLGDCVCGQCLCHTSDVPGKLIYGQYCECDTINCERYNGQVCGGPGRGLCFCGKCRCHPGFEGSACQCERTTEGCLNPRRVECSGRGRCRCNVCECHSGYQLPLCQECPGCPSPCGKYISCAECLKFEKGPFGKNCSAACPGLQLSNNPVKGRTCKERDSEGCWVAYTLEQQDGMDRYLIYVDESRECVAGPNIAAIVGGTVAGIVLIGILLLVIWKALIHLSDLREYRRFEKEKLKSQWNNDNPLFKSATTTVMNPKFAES
CD11b adhes inh = inhibitors of human CD11b/CD18 binding to fibrinogen; hit rate 0.54% among 93,000; inhibition, % at 10 µM; K562 CD11b/CD18 adhesion to fibrinogen, ATPlite luminescence; Mn2+ added to activate the integrin; P05107+P11215;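 active = primary inhibition of 50% or more at 10 µM, then 40% or more on retest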; also: some results filed as inactive read as strong as hits
ERa coact inh = blocks coactivator binding to human estrogen receptor alpha | hit rate 1.7% among 86,000 | P03372 | AID 629 | TR-FRET ER-alpha LBD / SRC-1 peptide, estradiol-bound | inhibition, % at 25.6 µM; in the data active = inhibition above about 50%;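 also: 0% = receptor plus peptide control and 100% = peptide only without receptor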
ERa coact pot = enhances coactivator binding to human estrogen receptor alpha; coactivator binding (% of control), % at 25.6 µM; hit rate 1.3% among 86,000; TR-FRET ERalpha-LBD/SRC-Cy5 coactivator binding, 2 h; 100 = basal binding, no effect; AID 639; in the data active = activity above about 200%;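 also: binding measured in presence of low estradiol as agonist stimulus; 0% = peptide alone without receptor and 100% = receptor with peptide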
PLK1 kinase inh = inhibitors of human PLK1 kinase; hit rate 0.53% among 97,000; inhibition, % at 10 µM; P53350; recombinant PLK1 kinase, TR-FRET peptide phosphorylation; AID 619;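 active = inhibition of 50% or more in the single-concentration screen; inactive = inhibition below 50%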;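 also: 0% = DMSO max control and 100% = H-89 dihydrochloride min control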
HIV Rev-RRE inh = HIV Rev-RRE protein-RNA interaction inhibition; P05866; Rev peptide-RRE RNA binding, FRET; inhibition, % at 8 µM; hit rate 0.79% among 97,000;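 active = inhibition above the screen-wide mean plus 3 SD, cut at about 35% in these data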;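 also: 0% = median DMSO wells and 100% = median Neomycin B control wells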
Target sequence (P05866 whole entry, looked up): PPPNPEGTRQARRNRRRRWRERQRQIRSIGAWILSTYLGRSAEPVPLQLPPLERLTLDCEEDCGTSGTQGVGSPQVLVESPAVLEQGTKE
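Assay system: labelled RRE RNA duplex and labelled Rev peptide / Medium: HEPES pH 7.5 salt buffer with EDTA / Reagent: labelled Rev peptide / Schedule: 5 + 15 min at 25 °C / Signal: FRET, excitation 480 nm, emission 540 nm donor and 671 nm acceptor / Benchmarks: DMSO and neomycin B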
ERb coact inh = ER-beta (human) coactivator binding inhibition; inhibition, % at 25.6 µM; TR-FRET ER-beta LBD / SRC1-Cy5 peptide binding; receptor agonist-loaded with 1 µM estradiol; hit rate 1.3% among 86,000; Q92731;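 active = compounds whose percent inhibition of the receptor-coactivator binding signal exceeds about 50% in the single-dose screen, limit read from the data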;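 also: 0% = receptor plus peptide wells without compound and 100% = peptide-only wells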
The depositor's hits bear a star; . = no result given; [ ] = dose if it differs, or a comment.

| HIV Rev-RRE inh | ERa coact inh | FAK inh | CD11b adhes enh | ERb coact inh | ERa coact pot | Plk1 PBD FP | CD11b adhes inh | PLK1 kinase inh | smiles |
| --- | --- | --- | --- | --- | --- | --- | --- | --- | --- |
| 0 | . | -4 | -5 | . | . | -24 | 6 | 5 | Cn1cc(C(=O)N2CCN(C(=O)c3ccco3)CC2)c2c3ccccc3n(C)c2c1=O |
| 2 | 32 | 1 | -2 | 20[fluorescence artefact?] | 131[fluorescence artefact?] | 31 | -17 | 3 | O=C(NCCCCCNC(=O)c1ccco1)c1ccco1 |
| 0 | 47[fluorescence artefact?] | -2 | -3 | 55*[fluorescence artefact?] | 163[fluorescence artefact?] | -7 | 3 | 5 | CC12C(=O)N(Cc3ccco3)C(=O)C1C1c3ccccc3C2c2ccccc21 (stereo not drawn) |
| 12 | 8[fluorescence artefact?] | 0 | 1 | 3 | 69 | -3 | -30 | -12 | Cc1oc(-c2ccc(Cl)cc2)nc1CN1CCC(C(=O)NCc2cccs2)CC1 |
| 9 | . | -2 | -3 | . | . | 8 | -2 | -8 | COc1ccc(/C=N/NS(=O)(=O)c2ccccc2)cc1OS(=O)(=O)c1ccccc1 |
| 0 | -7 | 2 | 1 | -7 | 126 | -4 | -12 | -7 | O=C(OCC(O)CN1CCCCC1)C12CC3CC(CC(C3)C1)C2 (stereo not drawn) |
| 13 | . | 0 | -4 | . | . | -4 | 0 | -3 | CCOC(=O)COc1ccccc1-c1ccno1 |
| 12 | 6[fluorescence artefact?] | 2 | -2 | 5[fluorescence artefact?] | 104 | 20 | 1 | -6 | COCCNC(=O)COC(=O)c1[nH]c(C)c(C(C)=O)c1C |
| 3 | 0 | 1 | -2 | 1 | 98 | -28 | 2 | -14 | CN(C)CCNC(=O)C12CC3(C)CC(C)(CC(C)(C3)C1)C2 |
| 4 | -6 | -6 | -5 | 73*[fluorescence artefact?] | 108 | -25 | 13 | -10 | COc1ccc(CNC(=O)C2CC(c3cccc(OC)c3)=NO2)cc1 (stereo not drawn) |
| 0 | . | -5 | . | . | . | 5 | . | -7 | CN(C)/C(CN1CCOCC1)=C1\N=C(c2ccccc2)OC1=O |
| 6 | -3 | 7 | -1 | 7[fluorescence artefact?] | 104[fluorescence artefact?] | -7 | -10 | -13 | CC(C)(CNC(=O)C1CCCC1)CNC(=O)C1CCCC1 |
| 4 | 3 | 2 | -1 | -7 | 92 | 25 | -4 | -9 | O=C(CCN1C(=O)COc2ccccc21)NCCCN1CCc2ccccc2C1 |
| -2 | 14 | -8 | . | 16 | 107 | 1 | . | -15 | CCOc1ccc(/C(O)=C2/C(=O)C(=O)N(CC3CCCO3)C2c2ccco2)cc1 (stereo not drawn) |
| 5 | . | -1 | -1 | . | . | 13 | 11 | 8 | Cc1ccc(Cn2ccc(NC(=O)c3nn(C)cc3Cl)n2)cc1 |
| 4 | -11 | 4 | 0 | -13 | 95 | -38 | -3 | -4 | COc1ccc2c(C)cc(SCC(=O)Nc3c(C)n(C)n(-c4ccccc4)c3=O)nc2c1 |
| 4 | -8 | 2 | 0 | 0 | 110[fluorescence artefact?] | -13 | 33 | -7 | CCN(CC(=O)Nc1ccc2c(c1)OCCO2)Cc1cc(=O)oc2c(C)c(C)ccc12 |
| 24 | 11 | 3 | -1 | 3 | 98 | -3 | 5 | 23 | Cc1ccc(CN(Cc2cc3cc4c(cc3[nH]c2=O)OCCO4)Cc2nnnn2Cc2ccco2)cc1 |
| 7 | -7 | 3 | -4 | -7 | 130[fluorescence artefact?] | -2 | -1 | 0 | Cc1nn(CC(=O)N(C)C)c(=O)c2ccccc12 |
| -6 | 5[fluorescence artefact?] | 1 | . | -1[fluorescence artefact?] | 113 | 17 | . | 0 | CCCCOc1ccccc1C1C(C(=O)OC)=CN(CC)C=C1C(=O)OC |
| 12 | . | 0 | 26 | . | . | 0 | 7 | -17 | CCCn1c(=O)c2c(C(F)(F)F)cc(-c3ccco3)nc2n(CCC)c1=O |
| 2 | -4 | -2 | -1 | -5 | 100 | 16 | -15 | 3 | CCn1cnc2cc(NCc3nc4ccccc4n3C)ccc21 |
| 7 | . | -1 | -3 | . | . | -20 | 6 | -2 | COc1cccc(OCCc2c(C)n[nH]c2C)c1 |
| -2 | -14 | -2 | 0 | -9 | 125[fluorescence artefact?] | -9 | -4 | -6 | COc1cc(C(=O)Nc2sc3c(c2C(=O)NCc2ccco2)CCCC3)cc(OC)c1OC |
| -4 | -5 | 3 | -1 | -5 | 110 | 1 | -12 | -7 | COc1ccc(Cc2nc(-c3ccc(NC(=O)c4cccnc4)cc3)no2)cc1 |
| 3 | -1[fluorescence artefact?] | 0 | 29 | 5 | 81 | 47* | 1 | -7 | OCC(CO)(CO)N=Cc1cc(Br)ccc1O |
| 21 | 15[fluorescence artefact?] | 6 | -4 | 9[fluorescence artefact?] | 146 | -14 | 36 | -7 | CN1/C(=C\C(=O)COc2ccc3c(c2)OCO3)C(C)(C)c2ccccc21 |
| 3 | 3 | -2 | -1 | 8 | 97 | -15 | -5 | -9 | CCOCCCN1C(=O)CN(C2CCCCC2)C(=O)C1c1ccc(OC)c(OC)c1 (stereo not drawn) |
| 9 | 6[fluorescence artefact?] | 2 | 0 | -5[fluorescence artefact?] | 118[fluorescence artefact?] | 6 | -14 | 0 | COC(=O)C1C(c2ccc(Cl)cc2)NC(c2ccc(Cl)cc2)C(C(=O)OC)S1(=O)=O (stereo not drawn) |
| 5 | -3 | -1 | 3 | 11[fluorescence artefact?] | 113[fluorescence artefact?] | 5 | -3 | -1 | COc1ccc2c(c1)CCc1c(C(=O)Nc3ccc(OC)c(OC)c3)noc1-2 |
| 3 | 5 | 6 | -3 | 3 | 83 | -4 | 22 | 2 | CCn1c(SCc2nc(-c3ccc(OC)c(OC)c3)no2)nnc1-c1cccs1 |
| 6 | -10 | 5 | 1 | 7 | 114 | -30 | 14 | 4 | Cc1cccc(NC(=O)c2ccccc2OCC(=O)N2CCOCC2)c1C |
| -5 | -11 | 1 | . | 1 | 99[fluorescence artefact?] | 30 | . | -11 | Cc1ccc(-c2nn(-c3ccccc3)cc2CO)o1 |
| . | -12 | . | 1 | -7[fluorescence artefact?] | 119 | . | 11 | . | CN(C)CCCN1C(=O)C(=O)/C(=C(/O)c2ccncc2)C1c1ccccc1 (stereo not drawn) |
| -18 | . | 17 | 41 | . | . | -13 | 19 | -4 | COc1ccc(NC(=O)/C(C#N)=C/c2ccc(Br)o2)cc1 |
| 1 | . | 6 | . | . | . | 2 | . | -7 | COc1ccc(/C=C2/C(=O)ON=C2c2ccccc2)cc1OC |
| 7 | 0 | -5 | -2 | -5 | 112 | -15 | 4 | 1 | COCCN(Cc1cc2cccc(C)c2n2nnnc12)C(=O)C(F)(F)F |
| 11 | -11 | -1 | 6 | -11 | 103 | -18 | -5 | -4 | Cc1cc(C)cc(NC(=O)c2cccc(NC(=O)C3C4CC5OC(=O)C3C5C4)c2)c1 (stereo not drawn) |
| 3 | -5 | 6 | -5 | 4 | 116[fluorescence artefact?] | -3 | 2 | -9 | Cc1ccc(Nc2cccccc2=O)cc1 |
| 4 | 2[fluorescence artefact?] | -3 | 2 | 0[fluorescence artefact?] | 116 | -6 | -27 | 0 | O=C(COC(=O)c1ccc2c(c1)OCCO2)NCc1ccccc1 |

Reprinted from the part before: two compounds; new compounds follow.
| HIV Rev-RRE inh | ERa coact inh | FAK inh | CD11b adhes enh | ERb coact inh | ERa coact pot | Plk1 PBD FP | CD11b adhes inh | PLK1 kinase inh | smiles |
| --- | --- | --- | --- | --- | --- | --- | --- | --- | --- |
| 3 | -5 | 6 | -5 | 4 | 116[fluorescence artefact?] | -3 | 2 | -9 | Cc1ccc(Nc2cccccc2=O)cc1 |
| 4 | 2[fluorescence artefact?] | -3 | 2 | 0[fluorescence artefact?] | 116 | -6 | -27 | 0 | O=C(COC(=O)c1ccc2c(c1)OCCO2)NCc1ccccc1 |
| 14 | -1 | 0 | 12 | -18 | 104 | -4 | -3 | -15 | CCSc1nc(-c2ccc(OC)cc2)cc(-c2ccccc2)c1C#N |
| 11 | . | -1 | -5 | . | . | 22 | 13 | -4 | S=c1[nH]ncn1/N=C/c1ccccn1 |
| 5 | -7 | -4 | . | -3 | 122 | -10 | . | 1 | CCOC(=O)CNC(=O)CN1C(=O)CCS(=O)(=O)c2ccccc21 |
| 3 | -1 | -3 | -2 | -1 | 119[fluorescence artefact?] | 1 | 10 | -5 | O=C(CN(CCCN1CCOCC1)C(=O)Cn1nnc(-c2ccc(F)cc2)n1)NC1CCCCC1 |
| 5 | 3 | 0 | . | -5 | 87 | 10 | . | -3 | Cc1cc(C(F)F)n2ncc(C(=O)NCc3ccccc3C(F)(F)F)c2n1 |
| 3 | 15 | 6 | 0 | 22 | 67 | 14 | -2 | 7 | COc1ccc2nc(NC(=O)Cc3cccs3)sc2c1 |
| 7 | 19 | 11 | . | 30[fluorescence artefact?] | 75[fluorescence artefact?] | 8 | . | -5 | O=C(CN(Cc1ccccc1)C(=O)c1cc2c(s1)CCC2)NCc1cccs1 |
| 8 | 2 | 2 | -2 | -1 | 96 | -6 | 9 | 5 | COc1ccc2[nH]c(=O)c(C(c3nnnn3C3CCCC3)N3CCN(Cc4ccc5c(c4)OCO5)CC3)cc2c1 (stereo not drawn) |
| 13 | 4 | -1 | . | -5 | 113 | -5 | . | -4 | CCc1ccccc1NC(=O)C(C#N)Cc1cccnc1 (stereo not drawn) |
| 8 | -7 | 0 | -5 | -15 | 112 | -12 | -39 | -2 | O=C(NCCOC(=O)c1ccccc1C(=O)OCCNC(=O)c1cccnc1)c1cccnc1 |
| 6 | -6 | 0 | 1 | 13 | 96 | 0 | -12 | -8 | CN(C)C(=O)c1snnc1-c1ccccc1 |
| 10 | . | 5 | . | . | . | 16 | . | -16 | Cc1[nH]c2ccccc2c1C(=O)CSc1ncn[nH]1 |
| -57 | 100*[fluorescence artefact?] | 92* | . | 109*[fluorescence artefact?] | 7[fluorescence artefact?] | -6 | . | 38 | O=C(Nc1ccc2nc(-c3ccco3)c(-c3ccco3)nc2c1)NC1CC1 |
| 6 | . | 3 | . | . | . | 9 | . | 7 | Brc1ccc(OCc2ccccc2)c(CNCc2ccncc2)c1 |
| 5 | 8 | 0 | . | -3 | 89[fluorescence artefact?] | -26 | . | -13 | COC(=O)CSc1nc2c(c(C3CC=CCC3)c1C#N)CCC2 (stereo not drawn) |
| 9 | -1 | 1 | 0 | -9 | 113 | 2 | 8 | -3 | CC(C)c1nnc(NC(=O)c2cccnc2)s1 |

Reformatted: 5 of the compounds above.
smiles	HIV Rev-RRE inh	ERa coact inh	FAK inh	CD11b adhes enh	ERb coact inh	ERa coact pot	Plk1 PBD FP	CD11b adhes inh	PLK1 kinase inh
CN(C)C(=O)c1snnc1-c1ccccc1	6	-6	0	1	13	96	0	-12	-8
Cc1[nH]c2ccccc2c1C(=O)CSc1ncn[nH]1	10	.	5	.	.	.	16	.	-16
O=C(Nc1ccc2nc(-c3ccco3)c(-c3ccco3)nc2c1)NC1CC1	-57	100*[fluorescence artefact?]	92*	.	109*[fluorescence artefact?]	7[fluorescence artefact?]	-6	.	38
Brc1ccc(OCc2ccccc2)c(CNCc2ccncc2)c1	6	.	3	.	.	.	9	.	7
COC(=O)CSc1nc2c(c(C3CC=CCC3)c1C#N)CCC2 (stereo not drawn)	5	8	0	.	-3	89[fluorescence artefact?]	-26	.	-13
